Bioassay records from PubChem.
ERG Ets-DNA blk: ERG Ets/DNA interaction inhibition; 0.028% of 370,000 active; Potency, µM (series often up to 76.9 µM), inactives show at the highest dose FP activity, negative = inhibition, actives largely listed as inhibitors; AID 624246; fluorescence polarization, His-ERG Ets domain / labelled DNA; active = well fitted inhibition curve with a large enough effect in the polarisation, with a control signal flat; inconclusive = small, poorly fitted or top-dose-only effect, or effect the other way, or a change in a side signal; inactive = no such curve, though single readings can be large or run the other way; the % refers to the polarisation;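 note: polarization taken with two DNA probes labelled with fluorescein and Texas red; potency is the fitted concentration of half-maximal effect; % of control where 0% means no effect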
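His-tagged ERG Ets domain (1 uM in the protein solution; 300mM KCl, 50mM Tris-HCl, 1mM EDTA, 1mM DTT, pH 7.5) received compound, then a probe mix of 5 nM fluorescein-DNA and 100nM Texas-615-DNA. Fluorescence polarization was read for both dyes.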
BLM inh: Bloom syndrome helicase (human) inhibition. Potency, µM (series often up to 56.1 µM), for inactives: at the highest dose activity change, negative = inhibition, usual class: inhibitors. recombinant BLM DNA unwinding, fluorescence dequenching. AID 2528. 0.2% of 350,000 active;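 note: potency is the fitted concentration of half-maximal effect; plate controls were vehicle for no effect and no enzyme for full effect; nearly all actives have a fitted effect of over 35% in size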
12-LOX inh: inhibitors of human 12S-lipoxygenase ALOX12; P18054; purified 12hLO, xylenol orange hydroperoxide absorbance; Potency, µM (highest dose often 108 µM), without a hit: at the top dose activity change, negative = inhibition, hits mostly inhibitors; 1.1% of 580,000 active; AID 1671190; note: potency is the fitted concentration of half-maximal effect; % is set by controls: 0 for no effect and ±100 for the full control effect
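Hydroperoxide product was detected by ferrous iron/xylenol orange as the 573 to 405 nm absorbance ratio. Arachidonic acid at 40 uM (final) was turned over for 30 min at room temperature by 150 nM human 12hLO, pH 7.0 Hepes buffer, after 15 min compound preincubation.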
Pol kappa inh: inhibitors of human DNA polymerase kappa; AID 588579; Potency, µM (series often up to 107 µM), inactives show at the highest dose activity, negative = inhibition, most hits filed as inhibitors; purified Pol kappa, fluorescent DNA synthesis assay, 10 min; 0.53% of 400,000 active; note: potency is the fitted concentration of half-maximal effect; % is set by controls: 0 for no effect and ±100 for the full control effect
Target sequence (Q9UBT6 whole entry, looked up): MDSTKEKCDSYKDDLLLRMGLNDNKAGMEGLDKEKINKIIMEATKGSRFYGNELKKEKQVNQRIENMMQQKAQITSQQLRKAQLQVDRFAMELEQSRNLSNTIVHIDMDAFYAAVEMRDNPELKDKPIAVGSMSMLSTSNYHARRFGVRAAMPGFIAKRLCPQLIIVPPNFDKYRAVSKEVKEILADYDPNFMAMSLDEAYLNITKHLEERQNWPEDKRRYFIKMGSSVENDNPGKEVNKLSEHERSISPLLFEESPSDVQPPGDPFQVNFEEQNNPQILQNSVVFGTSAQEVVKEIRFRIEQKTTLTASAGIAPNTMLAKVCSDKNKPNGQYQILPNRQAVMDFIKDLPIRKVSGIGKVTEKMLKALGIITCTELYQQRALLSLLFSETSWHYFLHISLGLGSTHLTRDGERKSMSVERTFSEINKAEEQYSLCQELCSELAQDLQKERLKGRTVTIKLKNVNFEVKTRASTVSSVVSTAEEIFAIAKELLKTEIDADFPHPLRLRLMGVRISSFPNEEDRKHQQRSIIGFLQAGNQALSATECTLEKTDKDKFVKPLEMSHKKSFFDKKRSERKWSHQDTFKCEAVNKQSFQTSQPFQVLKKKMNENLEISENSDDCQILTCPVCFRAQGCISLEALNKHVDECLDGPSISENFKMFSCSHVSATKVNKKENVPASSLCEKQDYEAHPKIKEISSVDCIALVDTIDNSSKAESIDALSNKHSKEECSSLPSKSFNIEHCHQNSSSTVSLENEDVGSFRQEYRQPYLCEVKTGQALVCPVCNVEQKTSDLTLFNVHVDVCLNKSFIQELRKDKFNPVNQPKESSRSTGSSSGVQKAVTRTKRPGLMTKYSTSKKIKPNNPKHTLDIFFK
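50 nM final substrate added after 15 min RT preincubation of 10 nM Pol kappa with compound; fluorescence read at 0 and 10 min.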
Apoferritin bind: candidate novel general anesthetic via apoferritin binding. apoferritin/1-aminoanthracene competitive binding, fluorescence. Potency, µM (top dose mostly 77.5 µM), inactives show at the highest dose activity change, negative = displacement, actives largely listed as inhibitors. 0.074% of 350,000 active; note: potency is the fitted concentration of half-maximal effect; % is set by controls: 0 for no effect and ±100 for the full control effect; nearly all actives have a fitted effect of over 20% in size
Target sequence (P02791 2-175 limits assumed): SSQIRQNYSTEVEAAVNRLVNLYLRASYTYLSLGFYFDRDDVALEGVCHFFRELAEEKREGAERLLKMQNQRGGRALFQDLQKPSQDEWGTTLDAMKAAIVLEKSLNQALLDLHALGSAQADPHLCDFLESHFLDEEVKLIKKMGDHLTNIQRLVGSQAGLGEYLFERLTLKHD
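Horse-spleen apoferritin (10 uM) was mixed with 50% saturated 1-aminoanthracene in PBS, exposed to compounds for 10 min at room temperature, and read for fluorescence (ex 380 nm, em 535 nm). Competitive displacement was fitted with a four-parameter Hill equation.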
APEX1 inh: inhibitors of human APE1 endonuclease; AID 2517; 0.35% of 350,000 active; Potency, µM (top dose mostly 65.8 µM), without a hit: at the top dose activity change, negative = inhibition, usual class: inhibitors; recombinant APE1, TAMRA/BHQ-2 abasic DNA cleavage fluorescence; P27695;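 note: potency is the fitted concentration of half-maximal effect; plate controls were vehicle for no effect and reference inhibitor for full effect; nearly all actives have a fitted effect of over 55% in size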
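Readout is kinetic fluorescence (ex 525, em 598 nm) from cleavage of 50 nM TAMRA/BHQ-2 THF abasic duplex by 0.75 nM APE1, compound added 15 min beforehand at RT.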
Pol beta inh: DNA polymerase beta (human) inhibition; P06746; Potency, µM (titrated, usually from 114 µM), for the others: at the top dose activity change, negative = inhibition, most hits filed as inhibitors; AID 485314; 1.3% of 340,000 active; Pol beta primer extension/strand displacement, fluorescence kinetic; note: potency is the fitted concentration of half-maximal effect; % is set by controls: 0 for no effect and ±100 for the full control effect
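Human Pol beta at 10 nM; strand-displacement substrate 50 nM final. Compound exposure 15 min at room temperature before start, reaction 10 min at room temperature.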
Pol iota inh: inhibitors of human DNA polymerase iota. Q9UNA4. Pol iota fluorescent replication assay, 10 min. Potency, µM (doses to about 115 µM), without a hit: at the highest dose activity, negative = inhibition, actives largely listed as inhibitors. 1% of 390,000 active. AID 588590; note: potency is the fitted concentration of half-maximal effect
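Pol iota at 10 nM preincubated 15 min with compounds at room temperature; reaction started with fluorescent substrate, 50 nM final. Fluorescence read kinetically at 0 and 10 min; buffer-only wells as negative control.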
TRHR agonist: agonists of human TRH receptor. P34981. TRHR cells, calcium flux fluo-8, FDSS agonist mode. activation, % at 2 µM. 0.18% of 360,000 active. AID 493084; in the data active = activation above about 30%; note: 0% is about no effect
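Fluo-8-loaded TRHR cells; 10 s baseline, compound added, kinetic Ca2+ fluorescence read 1/s, agonist mode.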
The depositor's hits bear a star; ? = inconclusive; . = no result given; & = joins results of further samples; [ ] = remark or other dose. Unless noted, calls come from the whole dose curve; as a rule, active = well fitted curve in the direction sought with a large enough effect; inconclusive = small, poorly fitted or top-dose-only effect, or another doubt; inactive = no such curve, though single readings can be large; an effect the other way counts as inactive or inconclusive.

SMILES | ERG Ets-DNA blk | BLM inh | 12-LOX inh | Pol kappa inh | Apoferritin bind | APEX1 inh | Pol beta inh | Pol iota inh | TRHR agonist
O=S(=O)(Oc1ccccc1/C=N/n1cnnc1)c1ccccc1 | 6% | 2% | 1% | -3% | -4% | 6% | 4% | -11% | -0.9
COc1cc(NC(=S)N2CCN(c3ccccn3)CC2)c(OC)cc1Cl | -3% | -2% | -8% | -8% | ? | 5% | 2% | 23% | -0.9
Cc1ccc2nc(-c3ccccn3)c(Nc3ccc(F)cc3)n2c1 | 2% | -2% | -16% | 3% | -8% | . | 17% | 22% | -1.5
COc1ccc(OCc2nnc(SCC(N)=O)n2N)cc1 | -10% | 0% | 469%[activator] | 5% | -7% | -3% | -10% | 7% | 0.2
O=C(CN1C(=O)NC2(CCOc3ccccc32)C1=O)c1ccc[nH]1 (stereo not drawn) | 12% | . | -25% | -19% | . | 32% | . | 40µM* | -0.2
Cc1ccc(NC(=O)C(=O)NCCc2c[nH]c3ccccc23)cc1C | -5% | -3% | 8% | -15% | -9% | -7% | -2% | 5% | 0.7
O=[N+]([O-])c1ccc(Oc2ccc(C(F)(F)F)cn2)cc1 | -1% | -6% | -8% | -14% | -17% | -3% | 15% | 61%[activator] | -1.2
CCCN(C(=O)c1cc2c(Cl)nc3ccccc3c2s1)c1cccc(C)c1 | ? | -8% | -6% | -23% | -15% | . | -5% | 5% | 1.2
COc1ccc(Cc2n[nH]c(=S)n2-c2ccc3c(c2)OCCO3)cc1 | -11% | 3% | ? | 1% | -10% | 1% | 9% | -8% | 0.0
Nc1ccc(-c2cnc(-c3ccc(N)cc3)nc2)cc1 | 3% | 2% | 0% | -10% | -15% | 1% | 8% | 8% | -1.5
O=C(O)CC(c1ccccc1)N1C(=O)c2ccccc2C1=O (stereo not drawn) | 1% | . | 0% | -3% | . | . | . | 1% | .
COc1ccc(Nc2cc3n(c(=O)n2)CCc2cc(OC)c(OC)cc2-3)cc1 | 17% | -19% | ? | -12% | 3% | -16% | -25% | 196%[activator] | -0.9
O=C1c2cccc3cccc(c23)C(=O)C1(O)O | 0% | . | ? | -6% | . | . | . | 112%[activator] | .
COC(=O)CN1C(=O)CC(C)(C)Sc2ccccc21 | -1% | 0% | -1% | 6% | 4% | ? | -12% | 7% | -0.1
Cc1ccc(-c2nnc(Nc3ccccc3O)c3ccccc23)cc1 | 0% | -2% | -12% | 2% | -11% | . | -28% | -8% | -0.8
CCOC(=O)N1CCN(C(=O)CS(=O)(=O)c2cn(Cc3ccc(Cl)cc3)c3ccccc23)CC1 | -3% | 0% | 16%[57.4 µM] | -10% | -9% | -5% | 6% | 3% | 0.6
COc1cccc(CN(C)C(=O)C2CCN(S(=O)(=O)c3ccc(C)cc3)CC2)c1OC | 6% | . | -13% | -12% | . | -18% | . | -4% | -0.1
O=C(COC(=O)CN1C(=O)C2CCCCC2C1=O)Nc1cc(F)ccc1F (stereo not drawn) | 3% | . | -10% | -5% | . | -1% | . | 13% | -0.1
CCCC(c1nnnn1CCc1ccccc1)N1CCC(C(N)=O)CC1 (stereo not drawn) | -2% | 6% | 8% | 0% | 0% | 0% | -6% | 13% | -0.6
CN(C1CCCCC1)S(=O)(=O)c1ccc(S(=O)(=O)N2CCN(C(=O)c3ccccc3F)CC2)cc1 | 0% | -1% | 48%[activator] | 0% | -19% | -8% | -1% | 0% | 0.1
CN(Cc1ccco1)C(=O)c1ccc(OC2CCN(Cc3ccccn3)CC2)cc1 | 2% | 1% | ? | -1% | -15% | 43% | 1% | 5% | 0.1
COc1ccc(CCNC(=O)NS(=O)(=O)c2ccc(C)cc2)cc1OC | 0% | 1% | 0% | -1% | -5% | -14% | -1% | 75%[activator] | -0.2
O=C(COC(=O)c1cn(-c2ccccc2)nc1-c1ccc(F)cc1)Nc1ncc(Cl)cc1Cl | -1% | -7% | ? | -15% | -6% | 1% | -29% | 60%[activator] | 0.3
O=C(OCc1cc(=O)n2nc(C3CCCCC3)sc2n1)c1ccccc1Cl | 2% | 0% | -8% | -21% | -13% | . | -1% | -5% | -0.1
COCCNC(=O)CSc1ccccc1C(=O)NCC1CCCCC1 | -8% | -4% | 25% | 3% | -12% | -5% | 0% | 0% | 0.9
CCCCCCCCCC(=O)Nn1cnc2ccccc2c1=O | -11% | -6% | 7% | -20% | ? | 6% | -24% | 29% | -1.1
Cc1cc(C)n(-c2nc3ccccc3c(=O)n2OCC(=O)Nc2c(C)cccc2C)n1 | -6% | -1% | 2% | 0% | 8% | 2% | 3% | -6% | 0.5
CC1=NN(C(=O)Cn2nc([N+](=O)[O-])cc2C)C(O)(C(F)(F)F)C1 (stereo not drawn) | 1% | 1% | -10% | -15% | -2% | 1% | -4% | 5% | 0.0
COc1ccccc1N1CCN(C(=O)Cn2nnc(-c3cccs3)n2)CC1 | . | -4% | 6% | -5% | -22% | -1% | 26% | 5% | 0.3
Cc1c(NC(=O)CSCc2ccccc2)cccc1C(=O)O | -4% | 2% | 30%[activator] | 12% | -4% | 39% | 1% | 12% | -0.2
Cc1c(Cl)cccc1N1C(=O)CC(N(O)c2ccccc2)C1=O (stereo not drawn) | 10% | -2% | -28% | -4% | ? | 0% | 1% | 9% | -0.5
CCOc1ccccc1CNC(=O)CCNS(=O)(=O)c1ccc2[nH]c(=O)oc2c1 | -7% | -3% | 0% | -21% | -12% | 8% | 8% | -24% | -0.4
Cc1ccc(OCC(=O)OCc2cc(=O)n3nc(C4CCCCC4)sc3n2)cc1C | 0% | -2% | -8% | 16% | ? | . | 22% | 9% | 0.0
COc1ccc(C(=O)Nc2cccc(N(C)S(C)(=O)=O)c2)cc1OC | . | -1% | 9% | -4% | -4% | -2% | 18% | 25% | 0.7
COc1ccc(/C=C/c2nnc(NC(=O)C(C)C)s2)cc1 | -9% | 3% | 188%[activator] | 6% | 67%[activator] | 4% | 20% | 53%[activator] | 0.2
O=C(c1ccco1)N1N=C(c2ccc(Cl)cc2)CC1(O)C(F)(F)F (stereo not drawn) | 21% | -6% | -15% | -1% | -20% | -3% | -1% | 24% | 0.7
CCOC(=O)C1CCN(C(=O)c2cccs2)CC1 | -6% | 1% | -21% | -11% | -5% | 5% | 0% | 28% | 0.0
CCN(CC(=O)NCc1ccncc1)S(=O)(=O)c1ccc(OC)cc1 | -7% | 0% | 0% | 1% | 0% | ? | 6% | 12% | 1.4
CC(=O)NC(CC(=O)OCC(=O)N1CCN(S(=O)(=O)c2ccc(Cl)cc2)CC1)c1ccccc1 (stereo not drawn) | -7% | . | -8% | -11% | . | 15% | . | 18% | -0.2
O=C(c1cc(COc2ccc(F)cc2Cl)on1)N1CCSCC1 | 4% | -1% | 196%[activator] | -10% | -22% | 18% | 1% | 65%[activator] | -0.5

Entries listed above marked active in Pol iota inh:
SMILES | ERG Ets-DNA blk | BLM inh | 12-LOX inh | Pol kappa inh | Apoferritin bind | APEX1 inh | Pol beta inh | Pol iota inh | TRHR agonist
O=C(CN1C(=O)NC2(CCOc3ccccc32)C1=O)c1ccc[nH]1 (stereo not drawn) | 12% | . | -25% | -19% | . | 32% | . | 40µM* | -0.2

Some entries already given, showing only Pol iota inh and ERG Ets-DNA blk.
| Structure | Pol iota inh | ERG Ets-DNA blk |
| --- | --- | --- |
| O=C(COC(=O)c1cn(-c2ccccc2)nc1-c1ccc(F)cc1)Nc1ncc(Cl)cc1Cl | 60%[activator] | -1% |
| O=C(OCc1cc(=O)n2nc(C3CCCCC3)sc2n1)c1ccccc1Cl | -5% | 2% |
| COCCNC(=O)CSc1ccccc1C(=O)NCC1CCCCC1 | 0% | -8% |

Later entries.
SMILES | ERG Ets-DNA blk | BLM inh | 12-LOX inh | Pol kappa inh | Apoferritin bind | APEX1 inh | Pol beta inh | Pol iota inh | TRHR agonist
CC1CCN(CCCNC(=O)c2cn(C)c3ccc(S(=O)(=O)N(C)C4CCCCC4)cc3c2=O)CC1 | 4% | -3% | -6% | 6% | ? | . | 13% | 16% | -1.1
CCOC(=O)Cc1nnc(Nc2cccc(O)c2)c2ccccc12 | 0% | -3% | 0% | -4% | -18% | 2% | 1% | 2% | 0.0
Cc1cccc(NC(=O)C2CCCN2S(=O)(=O)c2cccc3nsnc23)c1C (stereo not drawn) | 9% | -2% | -6% | -7% | -9% | . | 30% | ? | 0.1
C=Cc1ccc(CN2C(=O)N(c3cccc(Cl)c3)S(=O)(=O)c3ccccc32)cc1 | ? | -5% | 17% | -4%[60.1 µM] | 8% | . | 4% | 19% | 0.9
Cn1c(SCC(=O)N2CCOCC2)nc2cccnc21 | 2% | -2% | 0% | -3% | -13% | -6% | 15% | 19% | 0.5
Cc1ccc2oc(C(=O)NC3CCS(=O)(=O)C3)cc(=O)c2c1 (stereo not drawn) | 4% | 2% | 3%&0% | 22% | 17% | 68%[activator] | 1% | 29% | 0.4
CC(C)CCc1noc(CN2CCN(CC(=O)NC(C)C)CC2)n1 | 0% | -3% | 6% | 1% | 2% | 13% | 11% | 20% | 0.7
C/C(=C\C(=O)c1c(O)cc(C)oc1=O)N(C)C | 19% | 0% | -19% | -24% | 0% | 16% | 18% | 48%[activator] | 2.1
Cc1ccccc1Cn1cnc2ccccc21 | 3% | 2% | 0% | -18% | ? | 3% | 11% | 42%[activator] | -0.5
CCOC(=O)N1CCN(CCC(=O)Nc2cc(OC)ccc2OC)CC1 | -6% | -1% | 9% | -1% | -3% | 0% | -1% | 191%[activator] | -0.2
Cc1ccc(S(=O)(=O)N2CCC(n3c(C)nc4cccnc43)CC2)c(C)c1 | 1% | 2% | -16% | -20% | -8% | . | -27% | ? | -0.6
Cc1ccc(S(=O)(=O)c2nc(-c3ccco3)oc2SCc2ccccc2Cl)cc1 | 8% | -4% | ? | -13% | 1% | . | -7% | ? | 1.2
O=C(CN1C(=O)COc2ccc(S(=O)(=O)N3CCCCCC3)cc21)N1CCN(c2cccc(C(F)(F)F)c2)CC1 | 1% | -13% | -20% | -12% | -12% | . | -1% | -5% | 2.4

Not all compounds are listed; count on the stated rates, not on these rows.
